Bioassay records as filed in PubChem BioAssay.
KAT2A inh = blocks human GCN5L2 histone acetyltransferase. Potency, µM (highest dose often 58.9 µM), for inactives: at the top dose activity change, negative = inhibition, usual class: inhibitors. GCN5L2 HAT assay, ThioGlo1 CoA-SH fluorescence. 390,000 compounds, 0.21% hits. Q92830
Target sequence (Q92830 whole entry, looked up): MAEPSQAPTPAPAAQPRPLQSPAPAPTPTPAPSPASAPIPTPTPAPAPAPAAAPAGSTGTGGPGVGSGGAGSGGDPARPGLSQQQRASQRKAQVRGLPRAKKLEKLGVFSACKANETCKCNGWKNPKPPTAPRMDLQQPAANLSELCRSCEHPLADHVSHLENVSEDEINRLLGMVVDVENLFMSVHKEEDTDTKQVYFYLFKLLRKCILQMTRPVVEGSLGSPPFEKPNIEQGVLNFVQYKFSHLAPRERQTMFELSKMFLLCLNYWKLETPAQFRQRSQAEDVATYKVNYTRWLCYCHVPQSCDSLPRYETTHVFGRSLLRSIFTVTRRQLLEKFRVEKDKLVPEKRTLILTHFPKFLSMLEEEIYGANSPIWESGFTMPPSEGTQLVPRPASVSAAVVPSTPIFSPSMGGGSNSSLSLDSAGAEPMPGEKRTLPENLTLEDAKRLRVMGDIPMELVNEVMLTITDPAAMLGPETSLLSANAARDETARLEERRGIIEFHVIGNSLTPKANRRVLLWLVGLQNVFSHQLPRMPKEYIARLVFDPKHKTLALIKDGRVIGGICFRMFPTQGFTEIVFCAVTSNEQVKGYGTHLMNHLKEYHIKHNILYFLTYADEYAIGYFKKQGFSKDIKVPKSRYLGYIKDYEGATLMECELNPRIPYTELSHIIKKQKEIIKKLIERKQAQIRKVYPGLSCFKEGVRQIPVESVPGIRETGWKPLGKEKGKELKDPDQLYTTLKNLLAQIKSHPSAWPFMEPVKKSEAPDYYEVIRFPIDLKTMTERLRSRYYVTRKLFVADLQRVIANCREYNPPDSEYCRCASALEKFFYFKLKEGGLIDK
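GCN5L2 (20nM final) in 50mM HEPES, 0.1mM EDTA pH 7.5, 0.01% Tween-20 was preincubated 15 min at room temperature with compound, then given ThioGlo1 (50uM), H3(1-25) peptide (75uM) and acetyl-CoA (70uM); CoA-thiol fluorescence (Ex340/Em540) was read at 0 and 20 min.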
TDP1 cell noCPT = qHTS for Inhibitors of human tyrosyl-DNA phosphodiesterase 1 (TDP1): qHTS in cells in absence of CPT; DT40 Tdp1-/- hTDP1 cells, no CPT, ATP luminescence, 48 h; Potency, µM (top dose mostly 46.2 µM), for the others: top-dose activity change, negative = growth inhibition, hits mostly inhibitors; 420,000 compounds, 15% hits; further: nearly all actives have a fitted effect of over 55% in size
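Cells were dispensed at 400 per well, compounds added by pin tool, plates incubated ≥48 hr at 37 °C, then CellTiter-Glo added for 30 min at room temperature before luminescence reading. Line: DT40 Tdp1-/- complemented with hTDP1; camptothecin omitted.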
DT40 TDP1 CPT = DT40-hTDP1 cell growth loss with CPT | chicken DT40 Tdp1-/-;hTDP1 cells + 20 nM CPT, ATP luminescence, 48 h | 420,000 compounds, 12% hits | Potency, µM (titrated, usually from 46.2 µM), inactives show at the top dose activity change, negative = growth inhibition, hits mostly inhibitors; further: nearly all actives have a fitted effect of over 55% in size
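Chicken DT40 Tdp1-/- cells complemented with human TDP1, 400 cells/well, exposed to compounds plus 20 nM camptothecin for at least 48 h at 37 C; viability read as ATP content by CellTiter-Glo luminescence.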
* marks the source's active call; other numbers are inactive results; u = inconclusive; x = no result given; & = joins results of further samples; [ ] = another dose, or the depositor's remark. The call rests on the fitted dose curve; in most records, active means well fitted curve in the direction sought with a large enough effect; inconclusive means small, poorly fitted or top-dose-only effect, or another doubt; inactive means no such curve, though single readings can be large; an effect the other way counts as inactive or inconclusive. On the % scale 0 is the no-effect control and ±100 the full control effect; potency means the concentration at half of the fitted maximal effect. A portion of the library (hit frequency here may not be typical).

SMILES | KAT2A inh | TDP1 cell noCPT | DT40 TDP1 CPT
CC(NC(=O)c1ccc(N2CCCC2)c([N+](=O)[O-])c1)c1ccc(S(N)(=O)=O)cc1 (stereo unspecified) | -14% | 14% | -18%
Nc1cc(=O)[nH]c(=O)n1-c1cccc(F)c1 | -2% | 8% | 7%
O=C(Cn1nnc2sc(-c3ccccc3)cc2c1=O)Nc1cccc(C(F)(F)F)c1 | -5% | u | u
C/C(N)=C(/C#N)C(=O)CSc1nc2cc(Cl)ccc2s1 | -3% | -21% | u
Cc1ccc(CN2CC(C(=O)N3CCN(S(=O)(=O)c4c(F)cccc4F)CC3)CC2=O)cc1 (stereo unspecified) | -13% | -11% | -5%
CSc1nsc(SCC(=O)NCc2ccc(C)cc2)n1 | -2% | -30% | -11%
Cn1cnc(S(=O)(=O)N2CCCC(C(=O)Nc3ccc(OC(F)(F)F)cc3)C2)c1 (stereo unspecified) | 30%[activator] | u | u
Cc1sc2nc(C(C)C)nc(SCC(=O)NC3CC3)c2c1C | -2% | 16µM* | 16µM*
Cc1onc(C(=O)NN)c1C(=O)N1CCN(C(c2ccccc2)c2ccccc2)CC1 | -8% | -18% | u
O=C(c1ccc(Cn2cc(Br)cn2)o1)N1N=C(C(F)F)CC1(O)C(F)F (stereo unspecified) | -6% | u | 20µM*
NC(=S)N1OC[C@@H]2COc3ccc4ccccc4c3[C@@H]21 | -4% | 18µM* | 18µM*
CC(C)N(C(=O)Cn1cc(S(=O)(=O)Cc2ccc(Br)cc2)c2ccccc21)C(C)C | -2% | 16µM* | 23µM*
CCOc1ccc(S(=O)(=O)N2CCC(C(=O)NC3CCCCC3)CC2)cc1 | 1% | u | -13%
Cc1c(-c2cccs2)[n+](=O)c2c(n1[O-])CCCC2 | 0% | -5% | 2%
COc1ccc(CNC(=O)c2c(O)c3cccc4c3n(c2=O)CCC4)cc1OC | -1% | u | u
Cc1ccc(C2CC(c3ccco3)n3nc(N)nc3N2)cc1 (stereo unspecified) | -6% | 1% | -7%
COC(=O)CCCCCN1C(=O)/C(=C\c2ccncc2)SC1=S | -14% | u | u
Nc1ncn(C(=O)c2ccco2)n1 | -3% | 12% | -3%
O=S(=O)(Nc1nc(-c2ccco2)c(-c2ccco2)s1)c1ccc(F)cc1F | x | -18% | -18%
Cc1cc(C)n(-c2nc3ccccc3nc2N2CCOCC2)n1 | 1% | -4% | 3%
Cc1cc(C)cc(OC(=O)CN2C(=O)c3ccccc3C2=O)c1 | -10% | 2% | 15%
CC(C)(CO)NCc1cccc(OCc2ccc(Cl)cc2)c1 | 0% | u | u
CC(N=c1ccccn1C(=O)Nc1cccc(C(F)(F)F)c1)c1ccco1 (stereo unspecified) | x | -10% | -8%
COCCSc1ccccc1C(=O)Nc1nncs1 | -20% | -3% | -2%

In the list so far, 2 contain bromine.
SMILES | KAT2A inh | TDP1 cell noCPT | DT40 TDP1 CPT
O=C(c1ccc(Cn2cc(Br)cn2)o1)N1N=C(C(F)F)CC1(O)C(F)F (stereo unspecified) | -6% | u | 20µM*
CC(C)N(C(=O)Cn1cc(S(=O)(=O)Cc2ccc(Br)cc2)c2ccccc21)C(C)C | -2% | 16µM* | 23µM*

Carrying on:
SMILES | KAT2A inh | TDP1 cell noCPT | DT40 TDP1 CPT
CC(C)(C)c1ccc(OCC(O)CSc2ncn[nH]2)cc1 (stereo unspecified) | 3% | -25% | -29%
CN(C(=O)Cn1cc(C(F)(F)F)cc(Cl)c1=O)C1CCS(=O)(=O)C1 (stereo unspecified) | 2% | -5% | 7%
CS(=O)(=O)c1ccc(Cl)c(NC(=O)CCc2ccccc2)c1 | 3% | -9% | 9%
COc1ccc(C(C(=O)NCCC(C)C)N(CCN2CCOCC2)C(=O)Cn2nnc3ccccc32)c(OC)c1 (stereo unspecified) | -6% | -17% | -3%
Cc1nc(N2CCCC2)ncc1C(=O)N1CCN(c2ccccc2F)CC1 | 19% | -6% | -15%
CCOC(=O)c1c(-c2cccs2)csc1NC(=O)CCCC(=O)O | -10% | -13% | -4%
CCC(=O)OCC(=O)Nc1ncc(C(F)(F)F)cc1Cl | -2% | -6% | 0%
CCOC(=O)c1csc(NC(=O)COc2ccc(Cl)cc2Cl)n1 | -7% | -29% | -14%
COc1ccc(NC(=O)c2sc3ncn(CC(=O)N4CCCCC4)c(=O)c3c2C)cc1OC | -13% | -18% | u
O=C(c1ccc(Cl)cc1)c1cnc(Nc2ccccc2Cl)s1 | -1% | u | u
CN(C)c1ccc(CN(Cc2ccco2)C(=O)c2ccco2)cc1 | -4% | u | u
COC(=O)c1sc(S(=O)(=O)N2CCN(c3ccccc3F)CC2)c(C(=O)OC)c1C | -4% | u | 15µM*
O=C(NCc1ccccc1)c1ccc(S(=O)(=O)N2CCCc3ccccc32)cc1 | -3% | 2% | -28%
O=C(Nc1nc2c(s1)CCCC2)c1cccnc1 | -6% | -17% | u
CC1CN(Cc2cc(=O)n3ccsc3n2)CC(C)O1 (stereo unspecified) | -1% | -14% | -6%
COc1cc(/C(C)=N/NC(=S)NC(C)C)cc(OC)c1OC | -8% | 1.2µM* | 1.3µM*
Cc1c(N2C(=O)/C(=C\c3ccccc3O)SC2=S)c(=O)n(-c2ccccc2)n1C | u | u | 7.3µM*
O=C(Cc1ccc(Br)cc1)NCCc1ccc(F)cc1 | 0% | -3% | 1%
COCCn1c(C)cc(C(=O)COC(=O)C2CC(=O)N(CCc3ccc(OC)c(OC)c3)C2)c1C (stereo unspecified) | 1% | -19% | 0%
CCN(Cc1ccccc1)C(=O)c1cccc(S(=O)(=O)N2CCN(c3ccc(F)cc3)CC2)c1 | -3% | 16µM* | 18µM*
O=C1[C@@H]2[C@H]3CC[C@H](C3)[C@@H]2C(=O)N1CCCCN1CCN(c2ncccn2)CC1 | x | -17% | 6%
COc1cc(-c2nnc3sc(Cc4ccc(Cl)cc4)nn23)cc(OC)c1OC | x | 9.2µM* | 12µM*
COc1cc(C(=O)N2CCN(Cc3ccccn3)CC2)cc(OC)c1OC | -7% | 9% | -17%
NCCOc1ccc(C23CC4CC(CC(C4)C2)C3)cc1 | -8% | 3.7µM* | 3.7µM*

Six of these compounds in a different format:
molecule	KAT2A inh	TDP1 cell noCPT	DT40 TDP1 CPT
O=C(Nc1nc2c(s1)CCCC2)c1cccnc1	-6%	-17%	u
CC1CN(Cc2cc(=O)n3ccsc3n2)CC(C)O1 (stereo unspecified)	-1%	-14%	-6%
COc1cc(/C(C)=N/NC(=S)NC(C)C)cc(OC)c1OC	-8%	1.2µM*	1.3µM*
Cc1c(N2C(=O)/C(=C\c3ccccc3O)SC2=S)c(=O)n(-c2ccccc2)n1C	u	u	7.3µM*
O=C(Cc1ccc(Br)cc1)NCCc1ccc(F)cc1	0%	-3%	1%
COCCn1c(C)cc(C(=O)COC(=O)C2CC(=O)N(CCc3ccc(OC)c(OC)c3)C2)c1C (stereo unspecified)	1%	-19%	0%

Going on with the list.
SMILES | KAT2A inh | TDP1 cell noCPT | DT40 TDP1 CPT
CCn1c(SCC(=O)Nc2ccc(N3CCOCC3)cc2)nnc1-c1ccc(OC)cc1 | -8% | -8% | -6%
COCC(=O)Nc1cc(C(=O)N2CCCC(C(N)=O)C2)cc2nc(-c3ccccc3)n(C)c12 (stereo unspecified) | x | -11% | 1%
COc1cccc(N2CCN(C(=O)/C=C/c3ccco3)CC2)c1 | -10% | -20% | 5%
O=C(NCc1ccc(F)cc1)C1CCCN1C(=O)Nc1cccc(F)c1 (stereo unspecified) | 0% | -10% | 11%
Cc1ccccc1C(=O)c1cccn1CC(=O)NCCC1=CCCCC1 | -10% | -1% | -15%
Cc1ccc2nc(-c3ccc(NC(=O)CN4CCN(C(=O)c5ccco5)CC4)cc3)sc2c1 | -7% | -17% | -3%
O=C(CSc1ncccn1)n1c2c(c3ccccc31)CCCC2 | 0% | -18% | -2%
CCOc1ccccc1-n1nnnc1SCC(=O)O | -12% | 1% | -7%
CCOc1ccccc1NC(=O)CSc1nc(=O)n(CCCN2CCOCC2)c2c1CCCC2 | 1% | -29% | 0%
O=C(CSc1ccccc1)Nc1nnc(-c2ccco2)o1 | 0% | u | 3%
COc1ccc(N(Cc2cccs2)C(=O)Nc2cccc(Cl)c2)cc1 | -17% | u | u
CCOC(=O)C1(CCOc2ccccc2)CCN(Cc2ccc(-n3cccn3)cc2)CC1 | 0% | 16µM* | u
COc1ccc(S(=O)(=O)Nc2cccc3c2O[C@H](CN(C)S(=O)(=O)c2cccs2)[C@@H](C)CN([C@H](C)CO)C3=O)cc1 | -11% | -11% | u
Cc1nc(-c2ccc(S(=O)(=O)NCc3ccc(OC(C)C)cc3)cc2)co1 | -10% | 26µM* | u
CCOC(=O)C1(Cc2ccccc2C(F)(F)F)CCN(C(C)CSC)CC1 (stereo unspecified) | -2% | -26% | u
CC1(Cc2ccc(Cl)cc2)C(=O)Nc2ccc(S(=O)(=O)NC3CCCCC3)cc21 (stereo unspecified) | x | u | u
COCCCNC(=S)Nc1ccc(C)cc1[N+](=O)[O-] | 2% | -1% | -2%
CCOc1ccccc1CN1CCN(C2CCSCC2)CC1CCO (stereo unspecified) | -3% | 2% | 7%
Cn1c(C(=O)NCc2ccc(F)cc2)cc2cc(S(=O)(=O)N3CCCCC3)ccc21 | -3% | 12µM* | 23µM*
O=C(c1cc(-c2ccccc2)n[nH]1)N1CCc2c([nH]c3ccccc23)C1c1ccccn1 (stereo unspecified) | -16% | 21µM* | 18µM*
c1ncc(CC2CCNCC2)[nH]1 | 15%&-10% | -1%&-1% | 5%&6%
Cc1ccc(-c2nn(Cc3ccccc3)cc2/C=C/C(=O)O)cc1 | -2% | -1% | -10%
C/C(=N/NC(=O)c1cc(C)[nH]n1)c1ccncc1 | 1% | -3% | -11%
Cc1ncc(C(=O)Nc2ccccc2)[nH]1 | x | -19% | -9%
CC(=O)c1ccccc1NC(=O)C1CCCN(C(=O)c2ccc(Cl)cc2)C1 (stereo unspecified) | -1% | u | u
Cc1ccccc1-c1nnnn1C1CCS(=O)(=O)C1 (stereo unspecified) | -3% | 22% | -21%
CC1(C(=O)NS(=O)(=O)c2ccc(F)cc2F)CCN1C(=O)c1ccccc1 (stereo unspecified) | x | -13% | -4%
CC(=O)N1CCc2c(sc3c2c(=O)n(Cc2ccccc2)c(=O)n3CC(=O)Nc2ccc(C)c(F)c2)C1 | -1% | u | u
CC1CCCC(C)N1C(=O)c1ccc(S(=O)(=O)NCc2ccco2)cc1 (stereo unspecified) | 1% | 23µM* | u
O=C(C=Cc1ccccn1)c1ccccc1O | x | 3.7µM* | 2.9µM*
O=C(NC(=O)c1ccccc1F)OCc1ccc(Cl)cc1Cl | 3% | -1% | 4%
Cc1cc(C)nc(N=Nc2c(O)n(Cc3ccc(Cl)cc3)c3ccccc23)n1 | -5% | 18µM* | u
CCc1ccc(NC(=O)C(=O)NNC(=O)c2cccc(OC)c2)cc1 | -6% | u | u
COc1ccc(CN2CCC(N3CC(C)OC(C)C3)CC2)c(OC)c1OC (stereo unspecified) | -1% | 13% | -11%
C/C(=N/Nc1nc(-c2ccccc2F)nc2ccccc12)c1ccccc1O | -9% | 9.2µM* | 7.3µM*
COC(=O)CN1C(=O)CSc2ccc(S(=O)(=O)Nc3ccccc3)cc21 | -7% | -17% | -27%
O=C(COC(=O)c1ccccc1)c1ccc2c(c1)OCCO2 | -17% | -7% | 4%
COc1ccc(OCC(=O)Nc2ccc(S(=O)(=O)N(C)c3ccccc3)cc2)cc1 | -29% | 0% | -13%
CN(CCN(C)c1nc(-c2cccs2)nc2ccccc12)C(=O)OC(C)(C)C | x | 14µM* | 10µM*
CN(Cc1cnn(-c2ccc(F)cc2)c1)C(=O)[C@H]1O[C@@H](n2cnc3c(N)ncnc32)[C@H](O)[C@@H]1O | x | -1% | -11%
Cc1ccc(C)c(NC(=O)NCc2ccc3c(c2)CCN3C(=O)c2ccccc2)c1 | -13% | u | 21µM*
Cc1ccc(Cl)cc1-n1nnc(-c2nsc(NC(=O)c3ccccc3Cl)n2)c1C | -5% | u | u
O=S(=O)(NCCc1ccncc1)c1cc(Br)ccc1F | -3% | -18% | -10%
Cc1cc(C(C#N)c2ccccc2)n2ncnc2n1 (stereo unspecified) | 1% | -5% | -19%
C(=Nn1cnnc1)c1ccc2c(c1)CCC2 | x | 10% | 11%
COc1cccc(NC(=O)CN(C)C(=O)CSC(=S)N2CCCC2)c1 | -4% | -5% | 3%
